# RXFP1 agonist: agonists of human relaxin receptor RXFP1; HEK293T-RXFP1 cAMP TR-FRET, 30 min; response scale: percent of porcine relaxin response, buffer zero; Potency, µM (titrated, usually from 57.5 µM), for the others: at the highest dose activation, usual class: activators; 370,000 tested, 0.3% active; AID 2676; also: potency is read from the fitted curve at half-maximal effect; % is scaled to controls: 0 for no effect and ±100 for the full control effect; nearly all actives have a fitted effect of over 60% in size; many of its hits are not listed in these tables
#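 cAMP rise read by TR-FRET after 30 min, 37C compound exposure (up to 58 uM) in RXFP1-transfected HEK293 cells with Ro 20174 present. EC50 from Hill-equation fits, with 29 nM porcine relaxin as 100% and buffer as basal.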
# Vif-APOBEC3G blk: blocks the Vif interaction with human APOBEC3G | HeLa A3G-eYFP + Vif (tagged APOBEC3G with the HIV-1 protein that degrades it), YFP fluorescence, overnight | Potency, µM (series often up to 46.1 µM), for inactives: top-dose activity, negative = active, hits mostly inhibitors | 410,000 tested, 0.076% active | AID 602310;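 also: potency is read from the fitted curve at half-maximal effect; % is scaled to controls: 0 for no effect and ±100 for the full control effect; nearly all actives have a fitted effect of over 60% in size; hits raise eYFP signal because A3G escapes Vif-driven loss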
#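 HeLa cells stably expressing Vif and C-terminally eYFP-tagged A3G, seeded overnight at 37 deg C, then exposed to compound by pintool overnight at 37 deg C. Rise in yellow fluorescence (Ex 488/Em 500-530, Acumen) marks blocked Vif-driven A3G degradation.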
# D1 potentiator: potentiators of human D1 dopamine receptor | potentiation, % at 10 µM | P21728 | HEK293 TREx D1 cells, calcium flux, dopamine EC20 potentiation | 360,000 tested, 0.036% active; in the data active = potentiation above about 30%; also: 0% is about no effect
# Target sequence (P21728 whole entry, looked up): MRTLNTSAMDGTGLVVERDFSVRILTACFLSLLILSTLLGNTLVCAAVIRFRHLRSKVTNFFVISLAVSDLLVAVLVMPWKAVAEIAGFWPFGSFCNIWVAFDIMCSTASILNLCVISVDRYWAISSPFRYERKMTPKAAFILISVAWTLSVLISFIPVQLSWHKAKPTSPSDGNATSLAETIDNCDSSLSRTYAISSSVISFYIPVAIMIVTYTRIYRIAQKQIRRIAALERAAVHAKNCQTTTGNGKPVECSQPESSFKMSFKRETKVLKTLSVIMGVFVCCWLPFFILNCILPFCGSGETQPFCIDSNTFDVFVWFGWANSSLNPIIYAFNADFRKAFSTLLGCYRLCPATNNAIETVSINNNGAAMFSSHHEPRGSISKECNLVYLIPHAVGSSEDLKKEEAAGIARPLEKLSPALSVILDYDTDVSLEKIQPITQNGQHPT
# D1 antag: blocks dopamine activation of the human D1 receptor. activity change, negative = inhibition, % at 10 µM. HEK293 TREx D1 cells, calcium flux, dopamine EC80; hits give low values. 360,000 tested, 3.2% active; in the data active = activity change below about -30%; also: % is scaled to controls: 0 for no effect and ±100 for the full control effect
#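 Inducible Hek293 Trex D1 cells (tetracycline, overnight, 30 C). Calcium dye 30–90 min RT. Antagonist mode: EC80 dopamine added after 180 s compound read.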
# RXFP1 antag: antagonists of human relaxin receptor RXFP1; AID 1259400; Q9HBX9; HEK293-RXFP1, relaxin-stimulated cAMP HTRF, 30 min; hits give low values; 350,000 tested, 0.59% active; activity change, negative = inhibition, % at 57.5 µM;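 active = activity change of -60% or lower, but not beyond a set lower limit; inconclusive = change between -60% and -40%, or beyond the set limit; inactive = change above -40%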; also: % is scaled to controls: 0 for no effect and ±100 for the full control effect
# Glioma ERSR ind: induces the endoplasmic reticulum stress response in human glioma cells | Potency, µM, for inactives: top-dose activation, usual class: activators | 420,000 tested, 0.02% active | U87-MG GRP78 promoter luciferase reporter, 16 h; also: potency is read from the fitted curve at half-maximal effect; series mostly up to about 76 µM; % of control where 0% means no effect; nearly all actives have a fitted effect of over 35% in size
#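 Stably transfected U87-MG human glioma cells carrying a GRP78-based luminescent sensor were seeded at 1000 cells/well, pin-dosed with compounds and incubated 16 h. Luciferase reagent was then added, and end-point luminescence was read after 10 min at room temperature.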
# Vif-APOBEC3F blk: blocks the Vif interaction with APOBEC3F | HeLa A3F-eYFP + Vif (tagged APOBEC3F with the HIV-1 protein that degrades it), YFP fluorescence increase | Potency, µM (top dose mostly 46.1 µM), for inactives: at the top dose activity, negative = active | 390,000 tested, 0.2% active | AID 602313; also: potency is read from the fitted curve at half-maximal effect; % of control where 0% means no effect; nearly all actives have a fitted effect of over 65% in size
#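 Fluorescence increase (Ex 488/Em 500-530) after overnight compound treatment at 37 deg C flags inhibition of Vif-driven A3F-eYFP loss in stable HeLa A3F-eYFP/Vif cells seeded overnight beforehand.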
# D1 agonist: agonists of human D1 dopamine receptor. HEK293 T-REx D1 cells, calcium flux, agonist mode. P21728. 360,000 tested, 1% active. activation, % at 2 µM; in the data active = activation above about 30%; also: 0% is about no effect
#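 Inducible HEK293 T-REx D1 cells, force-coupled to calcium signalling, were plated at 4000 cells/well with tetracycline and held overnight at 30 C. After no-wash calcium dye loading, compound-evoked calcium rise over 180 s flagged agonists.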
# D2 PAM: D2 dopamine receptor (human) potentiation. P14416. HEK293 T-REx D2, calcium flux, EC20 dopamine potentiation. potentiation, % at 10 µM. 340,000 tested, 0.34% active;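 active = potentiation over 3 SD above the plate norm, cut at about 30% in these data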; also: 0% is about no effect
# Target sequence (P14416 whole entry, looked up): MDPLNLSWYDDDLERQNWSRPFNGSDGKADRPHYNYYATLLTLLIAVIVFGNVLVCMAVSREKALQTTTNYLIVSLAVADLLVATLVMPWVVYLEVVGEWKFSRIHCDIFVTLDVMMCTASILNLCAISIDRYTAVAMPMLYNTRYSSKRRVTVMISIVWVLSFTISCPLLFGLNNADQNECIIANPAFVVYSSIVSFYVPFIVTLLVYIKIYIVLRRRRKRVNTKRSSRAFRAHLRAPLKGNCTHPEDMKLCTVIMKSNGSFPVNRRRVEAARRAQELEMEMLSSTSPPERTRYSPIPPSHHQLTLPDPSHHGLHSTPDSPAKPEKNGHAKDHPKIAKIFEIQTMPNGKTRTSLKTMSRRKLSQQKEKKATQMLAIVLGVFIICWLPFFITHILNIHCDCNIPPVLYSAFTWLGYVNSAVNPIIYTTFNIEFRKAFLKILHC
#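 Primary screen. Calcium kinetics in induced HEK293 T-REx D2 cells: compound pre-addition 180 s, EC20 dopamine, 180 s more.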
# Active calls of the source: *; ? = inconclusive; nt = not tested or not shown. Unless noted, calls follow the shape of the dose curve; as a rule, active = well fitted curve in the direction sought with a large enough effect; inconclusive = small, poorly fitted or top-dose-only effect, or another doubt; inactive = no such curve, though single readings can be large; an effect the other way counts as inactive or inconclusive.
nr	structure	RXFP1 agonist	Vif-APOBEC3G blk	D1 potentiator	D1 antag	RXFP1 antag	Glioma ERSR ind	Vif-APOBEC3F blk	D1 agonist	D2 PAM
1	COc1cccc(N2C(=O)C3NN=C(C(=O)CN4C(=O)c5ccccc5C4=O)C3C2=O)c1 (configuration not stated)	-1.2%	-2%	0	0	-3	-10%	-21%	2	-2
2	O=C(CCCn1c(=O)oc2ccccc21)Nc1ccccc1	-1.6%	-6%	-2	-2	24	-3%	-11%	3	-11
3	CCOc1ccc(-n2c(-c3ccco3)n[nH]c2=S)cc1	2.9%	2%	-6	-6	-23	-2%	0%	2	4
4	COc1ccc(NC(=O)C(C)NS(=O)(=O)c2ccccc2)cc1Cl (configuration not stated)	2.0%	-2%	-6	-3	6	-2%	-11%	0	-12
5	CC(=O)c1cccc(NC(=O)CCNS(=O)(=O)c2cccc3nsnc23)c1	2.6%	-6%	-6	-14	0	-2%	0%	2	5
6	CC(=O)C1C(c2ccccc2OC(F)F)NC(=O)NC1(O)C(F)(F)F (configuration not stated)	2.3%	0%	-2	0	9	0%	3%	1	-9
7	CCOC(=O)C1CCN(C(=O)c2ccccc2N(C)S(C)(=O)=O)CC1	2.1%	4%	1	1	6	-1%	-18%	1	-7
8	Clc1ccc(CN2C3=NCCCN3c3ccccc32)c(Cl)c1	-0.1%	0%	-8	-7	-7	-8%	1%	8	4
9	Cc1ccc(F)cc1NC(=O)CN1C(=O)NC(C)(c2ccc3c(c2)OCCO3)C1=O (configuration not stated)	-0.2%	-6%	nt	24	0	1%	0%	23	2
10	CC(=O)c1cn(CCOc2ccc(F)cc2)c2ccccc12	-1.7%	2%	-27	-21	-1	1%	-5%	11	0
11	CCC(CC)c1nnc(NC(=O)C2CC(=O)N(c3ccc4c(c3)OCCO4)C2)s1 (configuration not stated)	2.0%	-7%	-12	0	nt	-2%	7%	6	0
12	Cc1ccc(Nc2nc(-c3c(C)nc4ccccn34)cs2)cc1	5.6%	-16%	-6	-48*	-24	-6%	-1%	2	-11
13	COc1cccc(C2Nc3ccccc3NC3=C2C(=O)CC(C)(C)C3)c1OC (configuration not stated)	0.9%	2%	6	19	0	-4%	6%	8	-5
14	CCN(CC)C(=O)c1nc[nH]c1C(=O)N(CC)CC	-3.6%	-4%	9	8	nt	-2%	0%	0	16
15	Clc1cnc(N/N=C/c2ccco2)c(Cl)c1	-0.5%	-1%	0	17	-6	-5%	0%	1	11
16	COCc1cc(C)nc(Nc2ccccc2OC)c1C#N	2.9%	0%	-5	9	6	-2%	8%	-1	5

# Structures listed so far containing an NH in an aromatic ring (2):
nr	structure	RXFP1 agonist	Vif-APOBEC3G blk	D1 potentiator	D1 antag	RXFP1 antag	Glioma ERSR ind	Vif-APOBEC3F blk	D1 agonist	D2 PAM
3	CCOc1ccc(-n2c(-c3ccco3)n[nH]c2=S)cc1	2.9%	2%	-6	-6	-23	-2%	0%	2	4
14	CCN(CC)C(=O)c1nc[nH]c1C(=O)N(CC)CC	-3.6%	-4%	9	8	nt	-2%	0%	0	16

# Other records:
nr	structure	RXFP1 agonist	Vif-APOBEC3G blk	D1 potentiator	D1 antag	RXFP1 antag	Glioma ERSR ind	Vif-APOBEC3F blk	D1 agonist	D2 PAM
17	Cc1ccc(NC(=O)N2CCN(Cc3nc4ccc(C)cc4o3)CC2)c(Cl)c1	-1.5%	7%	-1	4	nt	-2%	3%	-1	5
18	Cc1cccc(C)c1OCc1cc(C(=O)NCc2ccc(Cl)s2)no1	2.0%	0%	-3	34	9	-3%	-8%	12	5
19	CCc1nnc(NC(=O)c2sc3nc4c(cc3c2N)CCCCC4)s1	5.7%	-7%	-2	2	18	4%	-4%	0	-10
20	CC(C)COc1ccc(C(=O)OC2CC(C)(C)OCC2CN(C)C)cc1 (configuration not stated)	-0.1%	0%	-1	13	-6	-2%	3%	6	-16
21	O=C(CN1N=C(c2ccccc2)CCC1=O)NCCCN1CCc2ccccc2C1	0.9%	-1%	-8	13	-3	-4%	6%	0	-18
22	CSc1ncccc1C(=O)OCC(=O)N(C)C	-0.2%	0%	-2	-2	-8	-3%	-2%	4	6
23	COc1cc(NC(=S)N2CCN(S(C)(=O)=O)CC2)cc(OC)c1	0.0%	-1%	1	13	2	-4%	0%	1	2
24	C[C@H](NC(=O)c1nc[nH]c1C(=O)N[C@@H](C)c1ccccc1)C(=O)OC(C)(C)C	-0.8%	-6%	-2	19	nt	-5%	-5%	-1	-5
25	COc1ccccc1C(C)Nc1nc(-c2cccnc2)nc2ccccc12 (configuration not stated)	-0.2%	-9%	-1	9	-24	-2%	11%	1	0
26	COc1cc2c(cc1OC)CN(C(=O)c1ccncc1)CC2	0.1%	-2%	-2	1	5	-2%	0%	2	4
27	COC(=O)c1ccc(OCCn2cnc3ccccc3c2=O)cc1	-1.7%	-4%	0	10	7	-2%	3%	3	-2
28	C#CCNc1c2c(nc3ncnn13)CC(C)CC2 (configuration not stated)	16%	0%	-2	2	15	-6%	2%	1	-1
29	CCOC(=O)c1c(NC(=O)CSc2cn(CCNC(=O)c3ccc(OCC)cc3)c3ccccc23)sc2c1CCC2	1.2%	-6%	-3	-5	nt	-3%	-4%	1	1
30	COc1ccc2c(c1)c1c(c(=O)n(CCc3ccccc3)c(=O)n1Cc1cccc(F)c1)n2C	4.4%	1%	-2	7	nt	-2%	-2%	3	-11
31	COc1cc(C(=O)Oc2ccccc2/C=N/NC(=O)c2ccc(Cl)cc2Cl)cc(OC)c1OC	1.6%	-23%	-6	6	0	0%	nt	4	3
32	CCC(C(=O)NC1CC1)n1nc(C)c2c(C)n(-c3ccccc3)nc2c1=O (configuration not stated)	4.0%	-1%	-2	17	5	-4%	-2%	3	1
33	CCOCCc1nnc(NC(=O)c2cccs2)s1	0.2%	-4%	-3	26	11	5%	-8%	2	14
34	Cc1ccc(C(=O)NCC(=O)OCc2cccc(Br)c2)cc1	-2.2%	0%	-3	-26	-16	-3%	-18%	1	-17
35	CN(C)c1ccc(C2C=C(c3ccccc3)Nc3nnnn32)cc1 (configuration not stated)	2.9%	?	-4	-14	-5	-3%	25µM*	31*	12
36	Cc1ccc(-c2ncccc2OC(=O)C23CC4CC(CC(C4)C2)C3)cc1	0.2%	-4%	14	3	-6	1%	-10%	5	3
37	CN1CCN(c2ccccc2NC(=O)c2cccc(OCc3ccccc3)c2)CC1	1.3%	-10%	-5	-17	24	-3%	-5%	5	-13
38	CCN1CCN(c2nc(Nc3cccc(F)c3)nc(N)c2[N+](=O)[O-])CC1	0.0%	4%	-3	10	-18	-3%	-4%	0	-21
39	O=C(NCC(=O)N(c1ccc(F)cc1)C(C(=O)NC1CCCCC1)c1cccnc1)c1ccco1 (configuration not stated)	2.3%	-2%	0	-6	-3	-3%	?	2	4
40	COc1ccccc1COc1ccc2c(C)c(CC(=O)O)c(=O)oc2c1C	3.9%	-12%	1	-6	1	-2%	9%	1	-3
41	CCOCCCNCc1cccc(OC)c1	-1.6%	-6%	3	-24	0	-2%	-6%	3	1
42	CCOC(=O)C1CCN(C(=O)c2ccc(OCC(=O)Nc3cccc(C(F)(F)F)c3)c(OC)c2)CC1	-0.5%	2%	-8	-21	-5	-3%	?	12	1
43	c1ccc(-c2nnc(N3CCCC3)nc2-c2ccccc2)cc1	-1.1%	3%	3	4	-6	-1%	-7%	1	6
44	CC(Oc1ccccc1)C(=O)Nc1cccc([N+](=O)[O-])c1 (configuration not stated)	-1.2%	-2%	-3	-19	-14	6%	-16%	3	7
45	CC(=O)Nc1ccc2nc(NC(=O)CN3CCOCC3)sc2c1	-3.2%	-1%	1	-1	10	-2%	1%	3	nt
46	CCc1nc(OCCN(CC)CC)c2oc3ccccc3c2n1	-2.3%	2%	-1	-10	6	4%	2%	4	-2
47	O=C(CCCSc1ccccc1)Nc1cccc(CO)c1	-2.7%	11%	nt	-34*	8	0%	?	7	7
48	CCOC(=O)Cc1csc(NC(=O)CSc2nc3cccnc3n2CC)n1	0.3%	1%	4	4	5	-5%	4%	6	11
49	CC(NC(=O)c1cc(S(=O)(=O)N(C)C)ccc1Cl)c1ccc(-n2ccnc2)cc1 (configuration not stated)	0.3%	0%	3	-12	1	-2%	1%	2	10
50	COc1cccc(-c2nc(OC(C)C)c3ccccc3n2)c1	1.3%	1%	1	7	nt	-1%	-27%	5	-4
51	CC(=O)Nc1ccc(Nc2cc(N(C)C)c3nonc3c2[N+](=O)[O-])cc1	-2.2%	-2%	0	-2	-11	-2%	-15%	2	6

# Grouped by structure: the entries above containing fluorine
nr	structure	RXFP1 agonist	Vif-APOBEC3G blk	D1 potentiator	D1 antag	RXFP1 antag	Glioma ERSR ind	Vif-APOBEC3F blk	D1 agonist	D2 PAM
6	CC(=O)C1C(c2ccccc2OC(F)F)NC(=O)NC1(O)C(F)(F)F (configuration not stated)	2.3%	0%	-2	0	9	0%	3%	1	-9
9	Cc1ccc(F)cc1NC(=O)CN1C(=O)NC(C)(c2ccc3c(c2)OCCO3)C1=O (configuration not stated)	-0.2%	-6%	nt	24	0	1%	0%	23	2
10	CC(=O)c1cn(CCOc2ccc(F)cc2)c2ccccc12	-1.7%	2%	-27	-21	-1	1%	-5%	11	0
30	COc1ccc2c(c1)c1c(c(=O)n(CCc3ccccc3)c(=O)n1Cc1cccc(F)c1)n2C	4.4%	1%	-2	7	nt	-2%	-2%	3	-11
38	CCN1CCN(c2nc(Nc3cccc(F)c3)nc(N)c2[N+](=O)[O-])CC1	0.0%	4%	-3	10	-18	-3%	-4%	0	-21
39	O=C(NCC(=O)N(c1ccc(F)cc1)C(C(=O)NC1CCCCC1)c1cccnc1)c1ccco1 (configuration not stated)	2.3%	-2%	0	-6	-3	-3%	?	2	4
42	CCOC(=O)C1CCN(C(=O)c2ccc(OCC(=O)Nc3cccc(C(F)(F)F)c3)c(OC)c2)CC1	-0.5%	2%	-8	-21	-5	-3%	?	12	1

# These rows are one share of the data, so the mix of outcomes need not match the whole.
